# From PubChem BioAssay
# TRHR PAM = qHTS for Small Molecule Agonists and Allosteric Enhancers of Human TRH Receptor: Primary Screen for Enhancers; Thyrotropin-releasing hormone receptor (Homo sapiens), P34981; AID 493056, 2011; 360,000 compounds, 0.66% hits; enhancement, % at 2 µM; TRHR cells, fluo-8 calcium fluorescence, EC20 TRH enhancement; in the data active means enhancement above about 30%; further: 0% is about no effect
# Target sequence (P34981 whole entry, looked up): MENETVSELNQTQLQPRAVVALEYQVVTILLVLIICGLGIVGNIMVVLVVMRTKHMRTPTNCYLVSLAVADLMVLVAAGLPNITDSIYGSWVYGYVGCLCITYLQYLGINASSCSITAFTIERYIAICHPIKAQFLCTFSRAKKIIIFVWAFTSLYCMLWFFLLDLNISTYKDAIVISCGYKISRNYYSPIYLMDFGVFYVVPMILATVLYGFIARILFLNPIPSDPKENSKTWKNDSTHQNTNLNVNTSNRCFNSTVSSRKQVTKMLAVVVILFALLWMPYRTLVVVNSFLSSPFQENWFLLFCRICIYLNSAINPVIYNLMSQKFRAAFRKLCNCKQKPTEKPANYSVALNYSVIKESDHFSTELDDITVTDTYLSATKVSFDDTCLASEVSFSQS
#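 TRHR-expressing cells loaded with fluo-8 calcium dye were read kinetically (ex 480/em 530) during compound addition, then stimulated with an EC20 of TRH (10 nM final). Enhancement of the Gq-mediated intracellular calcium response was scored.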
# D2 PAM = HTS Assay for Positive Allosteric Modulators of the Human D2 Dopamine Receptor: Primary Screen for Potentiators | AID 485347, 2010 | HEK293 T-REx D2, calcium flux, EC20 dopamine potentiation | potentiation, % at 10 µM | 340,000 compounds, 0.34% hits | D(2) dopamine receptor (Homo sapiens), P14416;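 active means potentiation over 3 SD above the plate norm, cut at about 30% in these data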; further: 0% is about no effect
#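 Potentiation of an EC20 dopamine calcium response is measured in a force-coupled, tetracycline-inducible Hek293 Trex D2 line. Compound-only kinetic reads over 180 s flag agonists before dopamine addition.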
# D1 agonist = Allosteric Agonists of the Human D1 Dopamine Receptor: qHTS; HEK293 T-REx D1 cells, calcium flux, agonist mode; 360,000 compounds, 1% hits; activation, % at 2 µM; in the data active means activation above about 30%; further: 0% is about no effect
# Target sequence (P21728 whole entry, looked up): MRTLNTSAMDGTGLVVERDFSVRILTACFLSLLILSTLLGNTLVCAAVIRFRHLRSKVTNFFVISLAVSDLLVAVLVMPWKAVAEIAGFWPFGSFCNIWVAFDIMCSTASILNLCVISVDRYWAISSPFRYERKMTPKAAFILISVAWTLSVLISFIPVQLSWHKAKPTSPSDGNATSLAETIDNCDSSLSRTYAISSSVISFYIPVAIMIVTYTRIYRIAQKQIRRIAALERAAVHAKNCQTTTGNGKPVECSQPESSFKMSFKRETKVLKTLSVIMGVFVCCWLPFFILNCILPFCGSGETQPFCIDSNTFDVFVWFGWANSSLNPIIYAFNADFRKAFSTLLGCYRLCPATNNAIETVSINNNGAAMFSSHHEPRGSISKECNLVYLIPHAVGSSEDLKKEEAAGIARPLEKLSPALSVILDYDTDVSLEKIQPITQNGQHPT
#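 Tetracycline-induced HEK293 TREx D1 cells, force-coupled to calcium signalling, were dye-loaded with a no-wash calcium kit. Compound was pin-added after a 10 s baseline. Fluorescence was read kinetically at 1 cycle/s for 180 s, with calcium rises flagged as agonism.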
# D1 potentiator = Potentiators of Human D1 Dopamine Receptor: qHTS; D(1A) dopamine receptor (Homo sapiens), P21728; HEK293 TREx D1 cells, calcium flux, dopamine EC20 potentiation; 360,000 compounds, 0.036% hits; potentiation, % at 10 µM; in the data active means potentiation above about 30%; further: 0% is about no effect
# RXFP1 agonist = qHTS Assay for Agonists of the Relaxin Receptor RXFP1; Relaxin receptor 1 (Homo sapiens), Q9HBX9; HEK293T-RXFP1 cAMP TR-FRET, 30 min; response scale: percent of porcine relaxin response, buffer zero; Potency, µM (titrated, usually from 57.5 µM), for the others: top-dose activation, actives largely listed as activators; 370,000 compounds, 0.3% hits; active means well fitted activation curve with a large enough effect; inconclusive means small, poorly fitted or top-dose-only effect; further: potency means the concentration at half of the fitted maximal effect; on the % scale 0 is the no-effect control and ±100 the full control effect; nearly all actives have a fitted effect of over 60% in size; many of its hits are not listed in these tables
#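 HEK293 cells stably expressing RXFP1, treated 30 min at 37C with compounds plus PDE4 inhibitor Ro 20174; cAMP measured by HTRF TR-FRET. Normalized to buffer and 29 nM porcine relaxin; EC50 by Hill fit.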
# RXFP1 antag = qHTS Assay for Antagonists of the Relaxin Receptor RXFP1. AID 1259400, 2018. Relaxin receptor 1 (Homo sapiens), Q9HBX9. activity change, negative = inhibition, % at 57.5 µM. 350,000 compounds, 0.59% hits. HEK293-RXFP1, relaxin-stimulated cAMP HTRF, 30 min; hits give low values;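 active means activity change of -60% or lower, but not beyond a set lower limit; inconclusive means change between -60% and -40%, or beyond the set limit; inactive means change above -40%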; further: on the % scale 0 is the no-effect control and ±100 the full control effect
# D1 antagonist = Antagonist of Human D 1 Dopamine Receptor: qHTS; D(1A) dopamine receptor (Homo sapiens), P21728; HEK293 TREx D1 cells, calcium flux, dopamine EC80; hits give low values; activity change, negative = inhibition, % at 10 µM; 360,000 compounds, 3.2% hits; AID 504652, 2011; in the data active means activity change below about -30%; further: on the % scale 0 is the no-effect control and ±100 the full control effect
#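 Calcium flux readout: force-coupled, inducible Hek293 Trex D1 line, cells induced overnight at 30 C with tetracycline, dye-loaded 30–90 min at RT. Antagonism scored against EC80 dopamine challenge given 180 s after compound.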
# D2 agonist = HTS Assay for Allosteric Agonists of the Human D2 Dopamine Receptor: Primary Screen for Agonists; D(2) dopamine receptor (Homo sapiens), P14416; HEK293 T-REx D2 cells, calcium flux agonist mode; activation, % at 2 µM; 340,000 compounds, 0.53% hits; AID 485358, 2010;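 active means activation over 3 SD above normal in the single-dose calcium agonist read, cut at about 30% in these data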; further: 0% is about no effect
#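 Tetracycline-induced HEK293 Trex cells with D2 receptor force-coupled to calcium signaling, plated overnight at 30 C and loaded with no-wash calcium dye. Calcium flux read kinetically for 180 s after compound addition; responses flag agonists.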
# D2 antagonist = HTS Assay for Allosteric Antagonists of the Human D2 Dopamine Receptor: Primary Screen for Antagonists | HEK293 TREx D2 cells, calcium flux, dopamine EC80 | inhibition, % at 10 µM | AID 485344, 2010 | 340,000 compounds, 2% hits | D(2) dopamine receptor (Homo sapiens), P14416; in the data active means inhibition above about 30%; further: 0% is about no effect
#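 Measurement of antagonist activity uses fluorescent calcium dye in inducible HEK293 T-REx D2 cells: 10 s baseline, compound addition with 180 s read, EC80 dopamine addition with a further 180 s read.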
# * hit, by the source's call; ? = inconclusive; . = no result given.
SMILES,TRHR PAM,D2 PAM,D1 agonist,D1 potentiator,RXFP1 agonist,RXFP1 antag,D1 antagonist,D2 agonist,D2 antagonist
N/C(Cn1cncn1)=N\OC(=O)c1ccc(Cl)cc1,2,0,2,-8,3.4%,-15,-4,3.7,8
O=C(CCc1ccccc1)N=C1SC2CS(=O)(=O)CC2N1c1ccccc1 (configuration not stated),-6,3,3,-1,-1.2%,-20,-4,0.5,5
O=C(CCCn1cc([N+](=O)[O-])cn1)N1CCCCC1,4,13,4,4,-0.4%,-10,5,-0.5,13
COc1cccc(-c2csc(N3CCN(C(=S)Nc4ccc(Cl)cc4)CC3)n2)c1,9,1,0,0,4.5%,5,13,0.3,-9
O=C(NNC(=O)c1ccc(F)cc1F)c1ccc2c(c1)OCO2,-3,-3,0,-2,1.8%,0,-12,2.8,37*
N#Cc1ccccc1OCC(=O)OCC(=O)NCc1ccc2c(c1)OCO2,-3,4,10,.,-1.1%,0,-9,-0.4,-2
CC(C)Sc1nc2c(cnn2-c2ccccc2)c(=O)[nH]1,-2,15,1,1,2.1%,.,2,-2.5,-2
Cc1cc(CCCCCCCCc2cc(C)cc(=O)o2)oc(=O)c1,-12,.,12,-4,-1.5%,-3,-22,.,.
COc1ccc2nc(/N=C/c3c(C)[nH]n(-c4ccc(C)cc4C)c3=O)sc2c1,2,6,0,-1,4.8%,6,3,0.2,10
CSc1ccccc1C(=O)Nc1ccc(S(=O)(=O)NC2=NCCCCC2)cc1,-6,4,0,-3,-0.3%,6,23,-0.1,-30
CCC(C(=O)N1CCN(S(=O)(=O)c2sc(C(=O)O)c(C)c2C(=O)O)CC1)c1ccccc1 (configuration not stated),8,4,0,-6,-0.2%,1,-5,0.0,15
CC(C)Cc1ccc(S(=O)(=O)Nc2cccnc2)cc1,58*,.,18,-1,0.8%,3,-8,.,.
CCc1ccc(NC(=O)CCc2nnc3ccc(N4CCCC4)nn23)cc1,-1,9,4,-2,8.4%,-12,-12,0.0,18
Nc1ccc2nc[nH]c2c1,7,-2,3,-2,-2.9%,-17,2,1.3,15
Cc1ccccc1-c1cc(C(=O)NCc2ccc3c(c2)OCO3)n(CC2CC(c3cccnc3)=NO2)n1 (configuration not stated),-2,6,0,-3,-0.3%,.,.,-1.9,83*
CN1C(=O)C2(c3ccccc31)N(c1ccccc1)C(=O)CS2(=O)=O (configuration not stated),-10,-9,1,0,-2.4%,.,2,0.8,.
COc1ccc(NC(=O)C2CCCN(CCCc3ccccc3)C2)cc1OCC(C)C (configuration not stated),7,-26,90*,-6,-1.1%,-10,-3,75*,80*
COc1ccc(CNS(=O)(=O)c2ccc(-n3cnnn3)c(OC)c2)cc1,-3,-6,5,-9,0.4%,7,1,0.0,3
CC(=O)Nc1ccc(NC(=O)Nc2cccc(Cl)c2)cc1,9,-5,2,-6,0.3%,2,3,-0.4,16
Cc1nc(Cc2nnc(SCC(=O)N3CCN(c4ccccc4)CC3)o2)cs1,5,5,1,-1,0.4%,-7,-17,1.5,7

# In the list so far, 5 contain two or more sulfur atoms.
SMILES,TRHR PAM,D2 PAM,D1 agonist,D1 potentiator,RXFP1 agonist,RXFP1 antag,D1 antagonist,D2 agonist,D2 antagonist
O=C(CCc1ccccc1)N=C1SC2CS(=O)(=O)CC2N1c1ccccc1 (configuration not stated),-6,3,3,-1,-1.2%,-20,-4,0.5,5
COc1cccc(-c2csc(N3CCN(C(=S)Nc4ccc(Cl)cc4)CC3)n2)c1,9,1,0,0,4.5%,5,13,0.3,-9
CSc1ccccc1C(=O)Nc1ccc(S(=O)(=O)NC2=NCCCCC2)cc1,-6,4,0,-3,-0.3%,6,23,-0.1,-30
CCC(C(=O)N1CCN(S(=O)(=O)c2sc(C(=O)O)c(C)c2C(=O)O)CC1)c1ccccc1 (configuration not stated),8,4,0,-6,-0.2%,1,-5,0.0,15
Cc1nc(Cc2nnc(SCC(=O)N3CCN(c4ccccc4)CC3)o2)cs1,5,5,1,-1,0.4%,-7,-17,1.5,7

# Going on with the list.
SMILES,TRHR PAM,D2 PAM,D1 agonist,D1 potentiator,RXFP1 agonist,RXFP1 antag,D1 antagonist,D2 agonist,D2 antagonist
Cc1ccc(C(=O)OCC(=O)NCc2ccc(F)cc2)o1,7,6,5,-2,0.7%,-2,-4,0.2,-8
COc1ccccc1NC(=O)c1cc(Br)ccc1Cl,-2,.,0,-1,0.2%,-9,-35*,0.7,-25
Cc1ccc2c(O)c(C)c(=O)[nH]c2n1,9,-4,3,0,-0.9%,-7,-7,1.5,-1
CCC(C)c1ccc(O)c(NC(=O)c2cccnc2)c1 (configuration not stated),0,.,5,-7,5.5%,-2,-1,.,.
O=C(NC(=S)Nn1cnc2c(cnn2-c2ccccc2)c1=O)c1ccccc1,-1,-1,1,0,-0.7%,-37,13,-0.3,3
Cn1c(=O)c2c(nc(NCC3CCCO3)n2Cc2cccc(Br)c2)n(C)c1=O (configuration not stated),-1,-11,1,-1,0.4%,-10,-15,-0.7,-22
CCOC(=O)CSc1nc2ccccc2c(=O)n1-c1ccc(C)cn1,4,.,0,-6,0.3%,-1,6,1.0,22
CCN(CC)C(=O)Cn1c(=O)n(CCCCCC(=O)NCc2ccccc2Cl)c(=O)c2sccc21,-14,-12,0,1,-0.4%,-2,-13,0.2,.
CCOc1ccccc1N1CCN(CC(=O)Nc2nnc(CC)s2)CC1,4,11,2,3,-2.1%,5,2,1.0,-21
O=S1(=O)N=C2CCCCCN2C(c2ccccc2)N1 (configuration not stated),5,5,8,5,0.4%,-7,-27,-4.8,-11
CC(=O)CSc1nnc2cc(C)c3cc(C)cc(C)c3n12,9,15,-2,2,0.6%,2,7,-1.7,.
COC(=O)c1ccccc1NC(=O)c1c(NC(=O)c2ccco2)sc2c1CCC(C(C)(C)C)C2 (configuration not stated),-2,22,2,1,4.7%,-4,19,1.9,.
Cc1ncc([N+](=O)[O-])n1CC(=O)Nc1ccc(OC(F)(F)Cl)cc1,13,7,5,5,1.5%,1,21,1.6,25
CC1(C)C(C(=O)OCC(Cl)(Cl)Cl)N2C(=O)C(NC(=O)Cc3ccccc3)C2S1=O (configuration not stated),-10,12,13,0,-1.1%,-3,-1,1.0,7
CCN(C(=O)COC(=O)c1cc([N+](=O)[O-])ccc1N1CCOCC1)C1CCCCC1,-2,11,7,1,2.0%,-5,7,0.4,5
Cc1ccc(C)c2sc(NC(=O)c3ccc(N4C(=O)CCC4=O)cc3)nc12,-2,0,-3,0,0.3%,3,-5,1.0,9
CC1(C)CC(=O)C2=C(C1)OC(N)=C(C#N)C2CCc1ccccc1 (configuration not stated),-4,6,4,-2,-2.4%,2,-12,-1.6,-12
CCOC(=O)c1c(CSc2ccsc2)n(C)c2cc(Br)c(O)c(CN(C)C)c12,-1,-7,3,-8,5.5%,-12,1,-1.1,-29
O=C(Cn1nnc2ccccc2c1=O)N1CCOCC1,4,1,5,1,1.3%,3,-6,2.5,-11
CCOc1ccccc1CNS(=O)(=O)c1ccc2c(c1)CCCN2C(C)=O,-5,-8,9,-5,0.2%,-10,-50*,0.5,.
Cc1ccc2[nH]c(=O)c(C(c3nnnn3C3CCCC3)N(Cc3cccnc3)Cc3ccco3)cc2c1 (configuration not stated),9,-4,1,0,3.2%,-2,19,0.7,-9
C=CCN1C(=O)C2(NNc3ccccc3O2)c2ccccc21 (configuration not stated),8,-11,45*,-1,1.6%,-14,-22,5.1,-1
CC1N=C(N)C(c2nc3ccccc3n2C)=C1O (configuration not stated),-5,.,6,-1,-0.2%,-3,3,.,.
COc1ccc(C(CNC(=O)COc2ccc(Br)cc2F)N2CCCC2)cc1 (configuration not stated),-3,-22,6,-6,-0.5%,-1,16,1.0,17
COc1ccc(N2CCN(C(=O)CCCSc3nc4ccccc4[nH]3)CC2)cc1,4,1,5,-14,0.3%,3,-25,-0.8,-4
COc1ccc2c(-c3ccccc3)cc(SCC(=O)N(C)C3CCS(=O)(=O)C3)nc2c1 (configuration not stated),5,1,10,1,2.1%,4,11,-2.2,3
Cc1cc(C)n2c(SCC(=O)Nc3ccc(Cl)cn3)nnc2n1,11,-3,0,0,-0.8%,.,-28,-0.4,2
CCOC(=O)c1cccc(NC(=O)CCSCCc2ccccn2)c1,1,-4,3,-1,2.0%,-20,-1,1.7,.
COc1ccc(CNC(=O)CSc2ncc(S(=O)(=O)c3ccc(C)c(Cl)c3)c(=O)[nH]2)cc1,-5,-5,0,-1,-0.9%,.,0,-1.3,.
O=C(/C=C/c1ccccc1Cl)NNC(=O)c1ccncc1,-6,-4,3,3,1.9%,0,-14,0.4,-15
CCC1CCC(C(=O)NNC(=O)OC)CC1 (configuration not stated),0,.,1,-3,-1.5%,-9,-1,.,.
CCOCCOCCC(C(=O)OCC)P(=O)(c1ccccc1)c1ccccc1 (configuration not stated),-2,13,0,-5,0.0%,-2,-27,0.3,-7
O=C(Cc1ccsc1)N1CCc2c([nH]c3ccccc23)C1c1ccccn1 (configuration not stated),-3,21,1,-2,-3.7%,-19,2,0.5,24
CCN(CCCNC(=O)C1CCN(S(=O)(=O)c2cccc3nonc23)CC1)Cc1ccccc1,-7,-13,-1,-2,0.7%,-9,-13,1.9,1
O=C(Nc1ccc(Cl)cc1)Nc1ccccn1,-9,-2,8,-4,-0.6%,0,-12,-0.1,29
CCCCn1nnc(NC(=O)c2sc3cc(Cl)ccc3c2Cl)n1,-7,-2,5,-6,?,19,-3,1.1,15
COc1cc(NS(=O)(=O)c2ccc3c(c2)CCN3S(C)(=O)=O)cc(OC)c1,0,11,11,-3,0.9%,-7,-15,1.0,.
Cc1ccc(-c2c(C(=O)Nc3ccccc3C)c(C)[nH]c(=S)c2C#N)o1,-3,10,10,-3,28µM*,-2,.,3.9,-10
O=C(COc1ncnc2cc([N+](=O)[O-])ccc12)NC(=O)NC1CCCCC1,-2,1,2,-4,3.1%,10,-7,2.3,-13
O=C(O)c1ccc(N2C(=O)c3cccc4c(C(=O)O)ccc(c34)C2=O)cc1,0,-5,-1,-5,?,26,-8,0.5,-3

# Not all compounds are listed (hit frequency here may not be typical).
